AHR activator – activators of human aryl hydrocarbon receptor | actives 2.5% (n = 320,000) | P35869 | AID 2796 | activation, % at 5 µM | AHR-responsive luciferase reporter cells, luminescence; in the data active = activation above about 47%;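 note: 0% = vehicle wells and 100% = reference agonist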
proCasp7 act – counter-screen: procaspase-7 (human) activation | P55210 | recombinant procaspase-7, Ac-DEVD-pNA absorbance 405 nm; D23A/D198A/D206A triple mutant, cannot self-cleave; scale: DMSO 0, 5 µM enzyme 100 | activation, % at 8.5 µM | actives 0.093% (n = 330,000) | AID 463210;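 active = percent activation above the screen-wide mean plus 3 SD, cut at about 25% in these data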
Target sequence (P55210 whole entry D23A/D198A/D206A): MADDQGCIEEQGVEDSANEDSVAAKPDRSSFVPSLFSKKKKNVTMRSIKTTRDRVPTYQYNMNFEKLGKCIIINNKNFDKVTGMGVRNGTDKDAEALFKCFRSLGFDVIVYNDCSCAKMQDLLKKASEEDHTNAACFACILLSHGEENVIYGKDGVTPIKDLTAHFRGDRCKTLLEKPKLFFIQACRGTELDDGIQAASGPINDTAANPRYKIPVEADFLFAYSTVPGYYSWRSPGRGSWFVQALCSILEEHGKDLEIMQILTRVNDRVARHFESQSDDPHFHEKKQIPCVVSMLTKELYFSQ
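System: Procaspase-7 triple mutant (PC-7 D3A); measure: % activation from two-timepoint absorbance difference, scaled to controls; times: 1 h compound preincubation, 2 h substrate cleavage, 25 °C; also added: Ac-DEVD-pNA substrate, 400 µM as added; measured by: Epi-absorbance of released pNA at 405 nm, two timepoints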
PP5 inh – blocks human protein phosphatase 5 activity; purified PP5c, OMFP substrate fluorescence; actives 0.18% (n = 320,000); inhibition, % at 6.7 µM; AID 1987;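 active = inhibition above the campaign's mean inhibition across all tested compounds plus 3 SD, cut at about 9.5% in these data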;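 note: 0% = DMSO only and 100% = 100 µM cantharidin control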
PAFAH2 FP inh – PAFAH2 (human) inhibition. AID 492956. Q99487. actives 0.99% (n = 340,000). inhibition, % at 3.39 µM. recombinant PAFAH2, FP-rhodamine activity probe, fluorescence polarization;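 active = inhibition above the mean over all tested compounds plus 3 SD, cut at about 30% in these data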;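 note: inhibitors block probe labeling of enzyme so polarization drops; 0% = enzyme with DMSO and 100% = wells lacking PAFAH2 protein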
HCV core dimer – HCV core protein dimerization inhibition. inhibition, % at 5 µM. actives 0.33% (n = 300,000). TR-FRET GST/Flag-core106 dimerization, 1536-well;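 active = inhibition above the mean of all tested compounds plus 3 SD, set per screening campaign, cut at about 45% in these data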
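Assay system – GST-tagged and Flag-tagged HCV core protein residues 1-106 · Quantity – core106 proteins, GST 13.5 nM and Flag 17 nM · Benchmarks – unlabelled core106 and no-GST-core106 wells · Read-out basis – percent inhibition of core106 dimerization signal · Detection – time-resolved FRET, ex 340 nm, em 617 and 671 nm · Schedule – 4 h at 22.5 °C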
TPT1 inhibitor – blocks Candida albicans tRNA 2'-phosphotransferase; recombinant caTPT1, FP RNA substrate dephosphorylation; actives 0.81% (n = 300,000); inhibition, % at 5 µM; AID 1962;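 active = inhibition above the mean of all tested compounds plus 3 SD, set per screening campaign, cut at about 24% in these data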;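 note: plate controls were DMSO alone for no effect and ferristatin control at 100 nM for full effect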
procasp3 activ – activates human procaspase-3; P42574; actives 0.11% (n = 330,000); recombinant procaspase-3 D3A, Ac-DEVD-pNA absorbance 405 nm; AID 463141; activation, % at 8.5 µM;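 active = activation above the mean of all tested compounds plus 3 SD, cut at about 21% in these data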;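 note: 0% = DMSO alone and 100% = DMSO wells spiked with extra 5 µM PC-3 D3A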
Target sequence (P42574 whole entry D9A/D28A/D175A): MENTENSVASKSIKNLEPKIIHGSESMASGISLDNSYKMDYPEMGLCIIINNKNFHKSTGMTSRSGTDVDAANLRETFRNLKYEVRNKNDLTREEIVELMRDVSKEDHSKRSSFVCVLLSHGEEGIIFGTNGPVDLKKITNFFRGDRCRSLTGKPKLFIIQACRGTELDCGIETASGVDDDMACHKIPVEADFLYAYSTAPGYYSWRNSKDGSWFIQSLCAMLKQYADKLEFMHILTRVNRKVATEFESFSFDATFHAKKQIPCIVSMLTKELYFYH
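Test system: Procaspase-3 D3A mutant, all three cleavage aspartates alanine | Dosing: Single dose, 8.5 µM nominal compound, 0.8% DMSO | Schedule: 1 h preincubation, 2 h reaction | Technique: 405 nm absorbance of p-nitroaniline, reads at 0 and 120 min | Repeats: One well per compound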
PP1 counter – counter-screen for PP5 inhibitors: inhibitors of human PP1-alpha; inhibition, % at 6.7 µM; actives 0.9% (n = 320,000); P62136; purified PP1alpha, OMFP fluorescence;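 active = inhibition above the mean inhibition of all tested compounds plus 3 SD, computed separately for each screening campaign, cut at about 15% in these data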
Target sequence (P62136 whole entry, looked up): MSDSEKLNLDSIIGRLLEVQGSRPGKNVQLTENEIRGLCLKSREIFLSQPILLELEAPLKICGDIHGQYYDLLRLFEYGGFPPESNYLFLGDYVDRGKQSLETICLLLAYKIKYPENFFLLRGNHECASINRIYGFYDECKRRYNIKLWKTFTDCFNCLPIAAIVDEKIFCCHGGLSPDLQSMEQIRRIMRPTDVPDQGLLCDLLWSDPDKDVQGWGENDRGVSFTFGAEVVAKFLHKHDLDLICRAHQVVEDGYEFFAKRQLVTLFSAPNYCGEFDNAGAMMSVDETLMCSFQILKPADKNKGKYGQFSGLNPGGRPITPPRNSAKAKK
CTSL1 counter – cathepsin L1 inhibition, PFM18AAP counter-screen; actives 0.49% (n = 300,000); recombinant F. hepatica cathepsin L1, Z-Leu-Arg-MCA fluorescence; inhibition, % at 5.96 µM;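 active = inhibition above the mean of all tested compounds plus 3 SD, set per screening campaign, cut at about 17% in these data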;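 note: 0% = plate median of test compound wells and 100% = 1 µM Z-Phe-Ala-diazomethylketone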
Starred values were filed as active, the others as inactive; nt = no result given.

SMILES | AHR activator | proCasp7 act | PP5 inh | PAFAH2 FP inh | HCV core dimer | TPT1 inhibitor | procasp3 activ | PP1 counter | CTSL1 counter
COc1cc(C(=O)NCC2CCCO2)cc(OC)c1OC (configuration not stated) | 1 | -2 | -0.9 | -3 | -1 | 1 | -3 | -2 | 0
Cc1ccc(S(=O)(=O)CC(=O)N2CCCC2)cc1 | 1 | 2 | -0.1 | -8 | -3 | -2 | -6 | 1 | 0
Cc1ccc(C(=O)N/C(=C/c2ccco2)C(=O)OCN2C(=O)c3ccccc3C2=O)cc1 | 4 | 4 | 0.1 | 5 | 7 | -1 | -4 | -2 | 43*
CCc1nnc(NC(=O)CSc2nnc3nc(C)cc(C)n23)s1 | -1 | 9 | 1.6 | 1 | 3 | -1 | 2 | -1 | -2
O=C(O)c1cc(S(=O)(=O)Nc2ccc(N3CCCCC3)cc2)ccc1Cl | -1 | -7 | 0.7 | 12 | -1 | 0 | 2 | -2 | 0
Cc1noc(NS(=O)(=O)c2ccc(NC(=O)CSc3ncccn3)cc2)c1C | 2 | -1 | 1.2 | -1 | -1 | 1 | -2 | -1 | -2
Cc1nc2ccc(C(=O)N/N=C/c3ccc(O)cc3)cc2[nH]1 | 2 | 4 | 0.7 | 12 | -6 | -1 | 0 | -1 | 1
Cc1nc(SCC(=O)Nc2ccc3[nH]c(=O)[nH]c3c2)nc(C)c1C | 17 | -12 | nt | 3 | nt | nt | -2 | nt | nt
CCN1CCN(C(c2cccs2)C(C)NC(=O)c2cccnc2)CC1 (configuration not stated) | -1 | 8 | -1.4 | 1 | -5 | -5 | -2 | -2 | -2
O=C(CCCOc1ccccc1)Nc1ccc(Cl)c(S(=O)(=O)N2CCOCC2)c1 | 1 | -1 | nt | 3 | nt | nt | 0 | nt | nt
CCOc1ccccc1C(=O)NC1CCNCC1 | -1 | 9 | 0.1 | -2 | 7 | 3 | 1 | 0 | 2
O=C(CN(C(=O)c1csnn1)c1ccc(F)c(Cl)c1)NCc1ccc2c(c1)OCO2 | 3 | -3 | 0.9 | -19 | 9 | 1 | 2 | -3 | 3
CC(C)NC(=O)C1=NN(c2ccccc2)C(=O)CC1 | 0 | 6 | -3.0 | 7 | 0 | 2 | 3 | 0 | -9
COc1cc(NC(=S)NCCC(c2ccccc2)c2ccccc2)c(OC)cc1Cl | 6 | -1 | 2.1 | -20 | 13 | -1 | 4 | 3 | 1
COc1ccccc1C(=O)Nc1ccc(-c2nnn(CC(=O)N3CCN(C(=O)c4ccco4)CC3)n2)cc1 | -6 | 6 | 1.4 | -4 | 2 | 2 | -1 | 1 | 4
CCOC(=O)c1cnc(-c2ccc(C(F)(F)F)cn2)[nH]c1=O | 5 | -17 | 0.6 | nt | -6 | 3 | -4 | 1 | 15
CCN(c1ccccc1)C1(O)C(=O)c2ccccc2C1=O | 0 | 4 | -0.3 | -3 | -3 | -2 | -8 | -2 | 3
O=S1(=O)CCN2C(=N1)Sc1c2ccc2c1CCCC2 | 3 | -1 | -1.2 | -4 | -1 | 1 | 7 | -3 | 2
COc1ccc(NC(=O)C2CC(c3ccccc3Cl)=NO2)cc1 (configuration not stated) | 0 | -6 | 1.6 | -8 | -2 | -2 | 0 | -1 | -2
CC(OC(=O)C1CCCC1)C(=O)Nc1ccc(S(N)(=O)=O)cc1 (configuration not stated) | -3 | 6 | 2.2 | 2 | -2 | 2 | -4 | -3 | 1
Cc1ccc(SC[C@H](Cc2ccccc2)N2CC[C@@H](NC(=O)OCc3ccccc3)CCC2=O)cc1 | 0 | -2 | 3.0 | nt | 9 | 0 | -1 | 6 | -1
COc1cc(OC)c2c(C)cc(=O)oc2c1C(CCN1CCOCC1)c1ccc2c(c1)OCO2 (configuration not stated) | 9 | 4 | -0.1 | 4 | -10 | 0 | 3 | 3 | 4
O=c1c2nccnc2[nH]c(=S)n1Cc1ccccc1Cl | 3 | -7 | 0.3 | -6 | -2 | 2 | -4 | -4 | -2
COc1cc(/C=C2\NC(=S)N(C)C2=O)ccc1O | 0 | -16 | 0.9 | -2 | -31 | 27* | -2 | 2 | 7
CCOC(=O)c1c(-c2cccs2)csc1NC(=O)CSc1ncn[nH]1 | 7 | -26 | 6.6 | -1 | 5 | 7 | -8 | -3 | -2

Rewritten as a markdown table: part of the list above
| Compound | AHR activator | proCasp7 act | PP5 inh | PAFAH2 FP inh | HCV core dimer | TPT1 inhibitor | procasp3 activ | PP1 counter | CTSL1 counter |
| --- | --- | --- | --- | --- | --- | --- | --- | --- | --- |
| CCOc1ccccc1C(=O)NC1CCNCC1 | -1 | 9 | 0.1 | -2 | 7 | 3 | 1 | 0 | 2 |
| O=C(CN(C(=O)c1csnn1)c1ccc(F)c(Cl)c1)NCc1ccc2c(c1)OCO2 | 3 | -3 | 0.9 | -19 | 9 | 1 | 2 | -3 | 3 |
| CC(C)NC(=O)C1=NN(c2ccccc2)C(=O)CC1 | 0 | 6 | -3.0 | 7 | 0 | 2 | 3 | 0 | -9 |
| COc1cc(NC(=S)NCCC(c2ccccc2)c2ccccc2)c(OC)cc1Cl | 6 | -1 | 2.1 | -20 | 13 | -1 | 4 | 3 | 1 |
| COc1ccccc1C(=O)Nc1ccc(-c2nnn(CC(=O)N3CCN(C(=O)c4ccco4)CC3)n2)cc1 | -6 | 6 | 1.4 | -4 | 2 | 2 | -1 | 1 | 4 |
| CCOC(=O)c1cnc(-c2ccc(C(F)(F)F)cn2)[nH]c1=O | 5 | -17 | 0.6 | nt | -6 | 3 | -4 | 1 | 15 |
| CCN(c1ccccc1)C1(O)C(=O)c2ccccc2C1=O | 0 | 4 | -0.3 | -3 | -3 | -2 | -8 | -2 | 3 |
| O=S1(=O)CCN2C(=N1)Sc1c2ccc2c1CCCC2 | 3 | -1 | -1.2 | -4 | -1 | 1 | 7 | -3 | 2 |
| COc1ccc(NC(=O)C2CC(c3ccccc3Cl)=NO2)cc1 (configuration not stated) | 0 | -6 | 1.6 | -8 | -2 | -2 | 0 | -1 | -2 |
| CC(OC(=O)C1CCCC1)C(=O)Nc1ccc(S(N)(=O)=O)cc1 (configuration not stated) | -3 | 6 | 2.2 | 2 | -2 | 2 | -4 | -3 | 1 |
| Cc1ccc(SC[C@H](Cc2ccccc2)N2CC[C@@H](NC(=O)OCc3ccccc3)CCC2=O)cc1 | 0 | -2 | 3.0 | nt | 9 | 0 | -1 | 6 | -1 |
| COc1cc(OC)c2c(C)cc(=O)oc2c1C(CCN1CCOCC1)c1ccc2c(c1)OCO2 (configuration not stated) | 9 | 4 | -0.1 | 4 | -10 | 0 | 3 | 3 | 4 |
| O=c1c2nccnc2[nH]c(=S)n1Cc1ccccc1Cl | 3 | -7 | 0.3 | -6 | -2 | 2 | -4 | -4 | -2 |
| COc1cc(/C=C2\NC(=S)N(C)C2=O)ccc1O | 0 | -16 | 0.9 | -2 | -31 | 27* | -2 | 2 | 7 |
| CCOC(=O)c1c(-c2cccs2)csc1NC(=O)CSc1ncn[nH]1 | 7 | -26 | 6.6 | -1 | 5 | 7 | -8 | -3 | -2 |

Following part:
SMILES | AHR activator | proCasp7 act | PP5 inh | PAFAH2 FP inh | HCV core dimer | TPT1 inhibitor | procasp3 activ | PP1 counter | CTSL1 counter
CCOC(=O)Nc1ccc2ncn(C)c(=O)c2c1 | 5 | -3 | 0.4 | 4 | -7 | 0 | 5 | -1 | 0
Cc1ccc(S(=O)(=O)CCC(=O)NNC(=O)CN(C)S(=O)(=O)c2ccc(C)cc2)cc1 | 2 | 5 | nt | -3 | nt | nt | 4 | nt | nt
Cc1nn(-c2ccccc2)c(/N=C/c2ccccc2O)c1-c1ccccc1 | 4 | -2 | -1.8 | 2 | 0 | -3 | 1 | -1 | 2
COc1ccc(-c2ccc(SCc3ccccn3)nn2)cc1OC | 7 | -2 | 0.1 | 1 | -3 | 0 | -3 | 1 | -4
CSc1ccc(/C=N/N(C)S(=O)(=O)c2ccc(C)cc2)cc1 | 1 | 4 | 5.0 | 8 | 4 | -2 | 1 | 4 | -3
O=C(NCC(=O)N1CCN(S(=O)(=O)c2ccccc2F)CC1)c1ccc2c(c1)OCO2 | 7 | 3 | -0.3 | 1 | -7 | -2 | -4 | -2 | 0
CC1Oc2ccccc2OC1(O)c1ccccn1 (configuration not stated) | -1 | -7 | 3.4 | -2 | 2 | -1 | 4 | -2 | 5
Cc1[nH]c2ccccc2c1C(=O)CSc1cccc[n+]1[O-] | 19 | 5 | 3.9 | 1 | -4 | 0 | 1 | 2 | 2
CCCc1cc(=O)oc2cc(OCC(=O)N3CCc4ccccc43)ccc12 | 8 | 2 | -0.9 | -13 | -1 | -5 | 2 | 5 | 1
COc1ccccc1N=c1c2c([N+](=O)[O-])cc([N+](=O)[O-])cc2n(O)n1-c1ccccc1OC | 1 | -4 | -1.7 | nt | -5 | -4 | 0 | 0 | -8
COC(=O)CNC(=O)c1cccs1 | 0 | -2 | 3.3 | -12 | -5 | -5 | -8 | 6 | -2
O=C(Cc1ccccc1)Nc1nc(-c2cccc([N+](=O)[O-])c2)cs1 | -9 | -9 | 1.8 | -86 | 8 | -2 | -4 | 0 | 1
CC[N+](CC)(CC=C(C)C)CC(=O)OC | 3 | -1 | -0.1 | 2 | -3 | 7 | -1 | -4 | -3
CCCN1CCN(C(=O)C2CCN(c3ncnc4c3nc3n4CCCCC3)CC2)CC1 | 1 | 3 | 4.2 | -2 | 2 | 1 | -5 | 1 | -2
Cc1cc2n(n1)C(c1cccs1)Nc1ccccc1-2 (configuration not stated) | 2 | 8 | 0.5 | 5 | 2 | -2 | -5 | -4 | -1
COc1cc2[nH]cc(C(=O)NCCc3ccccc3)c(=O)c2cc1OC | 35 | -3 | 0.5 | -3 | -1 | -1 | 1 | 0 | 1
N#Cc1c(NC(=O)c2cc(C3CC3)on2)sc2c1CCC2 | 18 | -1 | -0.3 | 3 | 9 | 3 | -3 | -2 | 2
O=C(OCc1nc2ccccc2s1)c1ccc(Br)s1 | 8 | 4 | 1.7 | 17 | -4 | 1 | 4 | 0 | 0
O=C(NCc1cccc(OC(F)(F)F)c1)c1ccc2c(c1)S(=O)(=O)c1cc(Cl)ccc1C2=O | -1 | -12 | nt | 7 | nt | nt | 4 | nt | nt
O=C(CSc1nnc(Cc2ccccc2)o1)NCc1ccc2c(c1)OCO2 | 0 | 3 | -2.0 | 5 | 2 | 0 | -1 | -5 | 3
O=C1NC(=S)N(C(=O)c2ccc(F)cc2)/C1=C/c1ccccc1 | 5 | -12 | 0.3 | -15 | 14 | 110* | -10 | 6 | 6
CC1CCN(c2ncnc3c2cnn3Cc2ccc(Cl)cc2)CC1 | 3 | -5 | 5.1 | -9 | -5 | 2 | -5 | 1 | 0
CCn1c(-c2cc(-c3ccc(C)c(C)c3)nc3ccccc23)n[nH]c1=S | 4 | -14 | 0.9 | nt | 10 | 0 | -13 | 2 | 7
CCCCN(C(=O)c1ccc(S(=O)(=O)N(CC)CC)cc1)c1c(N)n(CCC)c(=O)[nH]c1=O | -2 | -5 | 0.8 | -7 | -2 | 3 | 2 | -3 | 1

From PubChem
